MKP-3 inhibition – MKP-3 phosphatase inhibitors, primary screen, biochemical, rat enzyme, in vitro (AID 425). recombinant MKP-3 phosphatase activity, fluorescence; higher % means a stronger effect. one-dose inhibition, % at 20 µM; IC50 in µM for titrated hits. 110,000 tested, 0.17% active; in the data active = inhibition above about 50%;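 also: plate controls were vehicle for no effect and reference inhibitor for full effect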
Hsp70 displacement – small molecules displacing fluorescent ligand from Hsp70 – biochemical, fluorescence polarization, primary screen (AID 583) | Hsp70 fluorescence polarization probe displacement, mP; higher % means a stronger effect | one-dose displacement, % at 20 µM; IC50 in µM for titrated hits | 140,000 tested, 0.06% active; in the data active = displacement above about 50%;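 also: plate controls were vehicle for no effect and reference ligand for full effect; a part of the inactive calls stands beside numbers as strong as those of hits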
Starred values were filed as active, the others as inactive; nt = no result given; & = joins results of further samples. These rows are one share of the data; rates above refer to the full screens.

SMILES	MKP-3 inhibition	Hsp70 displacement
Cc1cc(S(=O)(=O)NCc2ccco2)c(C)s1	-4%	1.1%
CCOC(=O)CSc1nc(-c2cccs2)nc2c1c(=O)n(C)c(=O)n2C	6%	-1.5%
Cc1ccc(C(=O)/C=C2/NC(=O)CS2)cc1	nt	0.1%
COc1ccc2c(CC(=O)Nc3nnc(C4CC4)s3)coc2c1	-4%	-2.4%
COc1ccc(S(=O)(=O)N(CC(=O)N[C@@H]2CCCC[C@H]2O)c2ccc(C)cc2)cc1OC	0%	-0.6%
C(#CCSc1nc2ccccc2[nH]1)CSc1nc2ccccc2[nH]1	2%	-0.5%
O=C(Nc1ccc(Cl)cc1Cl)c1ccccc1F	-10%	4.9%
COc1ccc(/C=C2\SC(N3CCCC3)=NC2=O)cc1OC	3%	-3.1%
O=C(Nc1ccc(OC(F)(F)F)cc1)c1cccc(Br)c1	2%	0.9%
CCN1C(=O)/C(=C\N2CCCCCC2)SC1=S	1%	-0.5%
COc1ccc(N(CC(=O)O)S(=O)(=O)c2ccc(OC)c(OC)c2)cc1	-2%	0.4%
CCC(C)NC(=O)CN(c1ccc(Oc2ccccc2)cc1)S(C)(=O)=O (centres undefined)	1%	4.6%
CCOC(=O)C1=C(C)NC(=O)NC1c1ccc2c(c1)OCO2 (centres undefined)	-4%	0.2%
COc1ccccc1/C=C1\C(=O)NC(=S)N(c2ccc(Br)cc2)C1=O	3%	6.4%
C(=N\c1nc2ccccc2n1CCN1CCOCC1)/c1cccs1	-8%&0%	-0.8%&13%
Cc1cc(C(F)(F)F)nn1CC(=O)Nc1sc2c(c1C(N)=O)CCC(C)C2 (centres undefined)	-2%	-1.3%
CCCc1[nH]nc2c1C(c1ccc(OC)cc1OC)C(C#N)=C(N)O2 (centres undefined)	-11%	1.6%
Cc1ccc(-n2ncc3c(N4CCC5(CC4)OCCO5)ncnc32)c(C)c1	0%	1.3%
C[N+]1(CC(=O)Nc2ccccc2Cl)CCN(C(=O)c2cccs2)CC1	nt	0.8%
CCOC(=O)N1CCN(Cc2nc3c(c(=O)[nH]c(=O)n3C)n2Cc2ccccc2C)CC1	3%	1.9%

Copied from the list.
Value of `C[N+]1(CC(=O)Nc2ccccc2Cl)CCN(C(=O)c2cccs2)CC1` in Hsp70 displacement: 0.8%
Value of `COc1ccc(S(=O)(=O)N(CC(=O)N[C@@H]2CCCC[C@H]2O)c2ccc(C)cc2)cc1OC` in Hsp70 displacement: -0.6%
Value of `C(=N\c1nc2ccccc2n1CCN1CCOCC1)/c1cccs1` in Hsp70 displacement: -0.8%&13%
Value of `Cc1ccc(C(=O)/C=C2/NC(=O)CS2)cc1` in Hsp70 displacement: 0.1%

The list continues:
SMILES	MKP-3 inhibition	Hsp70 displacement
CC(C)(C)c1cc(CN(CCO)CCO)cc(C(C)(C)C)c1O	0%	4.0%
O=c1c2ccccc2sc2nc(C3CCCCC3)n(Cc3ccco3)c(=O)c12	8%	0.0%
COc1ccccc1N(C)S(=O)(=O)c1ccc(C(=O)OCC(=O)NCc2ccco2)cc1	-4%	0.3%
Cc1cc(NC(=O)C2C3C(=O)N(Cc4ccc(Cl)cc4)C(C(=O)NC4CCCCC4)C34C=CC2(C)O4)no1 (centres undefined)	nt	1.9%
CCN(CC)CCn1c2ccccc2c2cnc(N=CN(C)C)c(C#N)c21	-6%	5.2%
CC(C)(C)c1cn(-c2ccc(Cl)cc2)c(=S)[nH]1	nt	5.8%
Cc1ccc(/C=C/C(=O)Nc2ccc(F)cc2)o1	0%	-0.3%
COc1ccc2c(c1)-c1c(ssc1=S)C(C)(C)N2C(=O)c1ccc(OC)c(OC)c1	2%	4.0%
CCC(C)c1ccc(NC(=O)c2cc(Br)ccc2OC)c(O)c1 (centres undefined)	4%	5.7%
COC(=O)Nc1ccc(S(=O)(=O)Nc2ccccc2F)cc1	9%	7.2%
S=c1nc(-c2ccccc2)n(CCCN2CCOCC2)c2c1CCCC2	9%	3.1%
COc1ccc(CNC(=O)CN(Cc2ccc(Cl)cc2)S(=O)(=O)c2ccccc2)cc1	nt	4.5%
CC(=O)CSc1nc(N)c(C#N)c(-c2cccs2)c1C#N	nt	2.9%
COc1cc(NC(=O)c2c(-c3ccccc3Cl)noc2C)c(OC)cc1Cl	0%	-0.2%
CCOc1ccc2c(C)cc(=O)oc2c1I	4%	0.3%
COc1ccc(C2=Nn3c(nnc3-c3ccco3)SC2)cc1	nt	0.2%
CC1(C)CC(NC(=O)/C=C/c2ccccc2)CC(C)(C)N1	1%	-1.1%
O=C(NCCCN1CCOCC1)c1csc2c1CCCC2	5%	-0.1%
COc1cccc(NC(=O)CCc2nc(-c3ccccc3F)no2)c1	nt	-4.6%
O=C(NCc1cccnc1)C1CC(c2ccc(F)cc2)=NO1 (centres undefined)	3%	1.8%
Cc1cc2nn(-c3cccc4ccccc34)nc2cc1NC(=O)c1cccs1	nt	-2.2%
OC1CCNC(=S)N1c1ccccc1 (centres undefined)	-4%	-4.4%
NNC(=Nc1ccccc1)c1ccccn1	2%	0.5%
COc1ccc(N2C(=O)C3C(C2=O)C2C=CC3C23CC3)c(OC)c1 (centres undefined)	-4%	-1.1%
Cc1ccc(-n2c(C)nc3c(cnn3-c3ccc(F)cc3)c2=O)cc1C	6%	-0.6%
Fc1ccc(CSc2nc3ncccc3[nH]2)cc1	-10%&2%	3.5%&1.8%
COc1ccc(NC(=S)N2CCC(O)(c3cccc(C(F)(F)F)c3)CC2)cc1	3%	-1.4%
Cc1ccccc1OCC(=O)Nc1ccc(N2CCN(S(C)(=O)=O)CC2)cc1	10%	2.0%
CC(=O)Nc1ccc2[nH]c3ccccc3c2c1	-3%	3.7%
O=S(=O)(Nc1ccc2c(c1)OCCO2)c1ccc(Br)s1	nt	-0.5%
COc1ccc(OC)c(/C=C2/SC(=S)N(CNc3cccc(Cl)c3)C2=O)c1	-5%	4.4%
Cc1ccsc1/C=C1\SC(=S)N(c2ccccc2)C1=O	4%	-1.4%
C=CCN(CC=C)S(=O)(=O)c1ccc(F)cc1	-11%	-0.5%
COc1cc(C=Nc2ccc(Cl)c([N+](=O)[O-])c2)ccc1OC(C)=O	-1%	2.8%
COc1ccc(S(=O)(=O)N(C)CC(=O)Nc2ccccc2C(F)(F)F)cc1OC	-2%	nt
COCCCNC(=O)COc1ccc(Br)c(C)c1	-2%	0.5%
COC(=O)C1=C(O)/C(=C/c2cc(C)n(-c3ccccc3C(F)(F)F)c2C)N=C1C	-1%	2.4%
CCOCCOC(=O)c1ccc(NC(=O)COc2ccc(C)cc2C(C)(C)C)cc1	4%	0.2%
CC1=C(C(=O)Nc2cccc(C)c2)C(c2ccc(O)cc2)NC(=O)N1 (centres undefined)	0%	1.6%
CCS(=O)(=O)N1CCN(C(=O)COc2ccc(-c3ccccc3)cc2)CC1	nt	3.1%
Cc1ccc(NC(=O)CCn2cccc2)cc1F	nt	7.2%
CCOC(=O)c1c(NC(=O)c2ccco2)n(C2CCCCC2)c2nc3ccccc3nc12	nt	-0.2%
N#CCCN(Cc1cccnc1)C(=O)Nc1ccc(Cl)c(Cl)c1	4%	6.8%
COc1ccc(NC(=O)Cc2cccc3c(S(=O)O)cccc23)cc1	4%	-5.3%
COC(=O)c1nc2n(n1)C(c1ccc(OC)c(OC)c1OC)C1=C(CCCC1=O)N2 (centres undefined)	4%	1.5%
CCOC(=O)N1CCN(C2=Nc3cccc4cccc2c34)CC1	-3%	8.4%
O=C(Cn1cc2c(n1)CCCC2)NCCc1ccccc1	5%	4.5%
CC1(C)OC(=O)C(C(c2ccccc2)C(C#N)C(N)=O)=C(O)O1 (centres undefined)	2%	-4.0%
O=[N+]([O-])c1ccc(N/N=C\c2ccc(N3CCOCC3)o2)nc1	2%	2.3%
Cc1cc(C)cc(NC(=O)CSCc2cnn(-c3ccccc3)c2-n2cccc2)c1	nt	-7.8%
O=c1c2ccccc2nnn1CSc1nnc(-c2ccco2)o1	-2%	-1.8%
COc1ccc(CNC(=O)COc2ccc(C)cc2)cc1	3%	0.2%
COC(=O)c1ccccc1NC(=O)c1cc2nc(-c3ccccc3)cc(C)n2n1	15%	0.4%
CS(=O)(=O)c1ccc(Sc2nc3ccccc3[nH]2)c([N+](=O)[O-])c1	nt	2.8%
COCCN1C=C(C(=O)OC)C(c2ccc3c(c2)OCO3)C(C(=O)OC)=C1	7%	-5.0%
CC(=O)Nc1sc(C)c(C)c1C(=O)OC1CCOC1=O (centres undefined)	6%	3.3%
O=C(COc1ncnc2sccc12)N1CCN(S(=O)(=O)c2ccc(Cl)cc2)CC1	-8%	-6.2%
COCc1ccc2oc(C(=O)O)cc2c1	-2%	-1.3%
O=C(C1=C(O)C(=O)N(CCN2CCOCC2)C1c1ccncc1)c1ccco1 (centres undefined)	-8%	-1.5%
COc1ccc(CCNC(=O)C(=O)Nc2cc(C)ccc2C)cc1	1%	2.6%

Profiles from above. Order of screens: MKP-3 inhibition	Hsp70 displacement
O=C(Cn1cc2c(n1)CCCC2)NCCc1ccccc1 across the screens: 5%	4.5%
O=C(COc1ncnc2sccc12)N1CCN(S(=O)(=O)c2ccc(Cl)cc2)CC1 across the screens: -8%	-6.2%
COCCN1C=C(C(=O)OC)C(c2ccc3c(c2)OCO3)C(C(=O)OC)=C1 across the screens: 7%	-5.0%
Cc1ccc(NC(=O)CCn2cccc2)cc1F across the screens: nt	7.2%
O=[N+]([O-])c1ccc(N/N=C\c2ccc(N3CCOCC3)o2)nc1 across the screens: 2%	2.3%

Continuation.
SMILES	MKP-3 inhibition	Hsp70 displacement
O=C(NCc1cccs1)c1cc(S(=O)(=O)N2CCCCC2)ccc1Cl	nt	7.7%
Cc1ccc(CNC(=O)C(=O)NC(C)C)cc1	-4%	-1.6%
Cc1ccc(CCC(=O)Nc2ncc(Cc3ccc(Cl)cc3Cl)s2)o1	-9%	1.3%
N#Cc1cccc(Cn2nnc(-c3ccccc3)n2)c1	0%	-4.1%
O=C(NCC1CCCO1)C(=O)Nc1ccc(Cl)c(C(F)(F)F)c1 (centres undefined)	3%	-1.8%
COc1ccc(CN2CCN(C(=O)c3ccco3)CC2)cc1	-3%	-0.8%
Cc1onc(-c2c(Cl)cccc2Cl)c1C(=O)Nn1cnnc1	-8%	-4.9%
Cc1cc(=O)c(C(=O)O)cn1Nc1ccc(F)cc1	nt	3.3%
Cn1nnc(-c2ccc(OCc3ccccc3F)cc2)n1	2%	-2.1%
CC/C(=N\n1nnnc1Nc1ccccc1)c1ccccc1	nt	0.1%
Cc1cc(NC(=O)NC2(C(F)(F)F)Oc3ccc(Cl)cc3O2)no1 (centres undefined)	nt	5.4%
O=C(Nc1cnc2ccccn2c1=O)c1ccc(Cl)cc1	nt	1.4%
CCCc1cc(-n2ccnc2)n2c(nc3ccccc32)c1C#N	-1%	-30%
O=c1cc(-c2ccc(F)cc2)oc2ccccc12	nt	-1.0%
CCOc1cc(C(=O)NC2CCSC2=O)cc(OCC)c1OCC (centres undefined)	-2%	0.6%
CCCn1c(C(=O)OC)cc2c1ccn2-c1ccc(F)cc1	nt	-0.5%
Cc1cc(NC(=O)CCN2CCC(C(N)=O)CC2)ccc1Br	-14%	nt
O=C(OC(C(=O)NCc1cccs1)c1ccccc1Cl)c1ccco1 (centres undefined)	-7%	0.6%
COC(=O)c1cc(-c2ccccc2)on1	nt	5.3%
CCCCOC(=O)CN1C(=O)c2ccc(C(=O)OCCCC)cc2C1=O	-2%	1.7%

Some of the entries so far, as comma-separated lines:
SMILES,MKP-3 inhibition,Hsp70 displacement
Cc1onc(-c2c(Cl)cccc2Cl)c1C(=O)Nn1cnnc1,-8%,-4.9%
Cc1cc(=O)c(C(=O)O)cn1Nc1ccc(F)cc1,nt,3.3%
Cn1nnc(-c2ccc(OCc3ccccc3F)cc2)n1,2%,-2.1%

Continued.
SMILES	MKP-3 inhibition	Hsp70 displacement
COc1ccc([N+](=O)[O-])cc1/C=C1/SC(=O)NC1=O	1%	2.4%
COC(=O)C1=C(C)N(c2ccc(F)cc2)C(=O)/C1=C\c1ccccc1O	1%	2.1%
Brc1cnc(N2CCCC2)nc1N1CCOCC1	nt	-2.0%
COc1ccc(C(=O)NC(C)C2COc3ccccc3O2)c(OC)c1 (centres undefined)	-2%	4.4%
O=C(O)C1CCCCN1C(=O)c1ccccc1 (centres undefined)	-1%	-1.4%
Cc1[nH]c2ccccc2c1/C=C/c1nc2ccccc2c(=O)n1-c1ccccc1[N+](=O)[O-]	4%	1.2%
NC(N)=Nc1nc(CSCC/C(N)=N/S(N)(=O)=O)cs1	3%	4.7%
CCN(CC)CCNc1nc2ccccc2n1C	-4%	4.2%
Cc1cc(Nc2cc(F)ccc2C)n2nc(C)nc2n1	5%	3.4%
COc1cc(/C=N/n2cnnc2)ccc1OS(=O)(=O)c1ccccc1[N+](=O)[O-]	1%	0.5%
CCn1c(C(=O)N2CCC(C(=O)NCc3ccc4c(c3)OCO4)CC2)cc2sccc21	1%	8.2%
Nn1cnc2sc3c(c2c1=O)CCC3	nt	1.5%
CCOc1ccccc1N(CC(=O)Nc1ccc(OC)c(OC)c1)S(=O)(=O)c1ccccc1	4%	1.2%
O=C(C1Cc2ccccc2CN1S(=O)(=O)c1ccc(F)cc1)N1CCOCC1 (centres undefined)	nt	1.5%
Cc1cc(C)c2cc(C#N)c(NCCCNC(=O)CCC(=O)O)nc2c1	-3%	-0.7%
CC(C)N1C(=S)SC(C)(C)C1NO (centres undefined)	-4%	-6.9%
COc1ccccc1N1CCN(C2CCCC(C)C2)CC1 (centres undefined)	nt	4.0%
CCc1cc2c(CN3CCN(CCO)CC3)cc(=O)oc2cc1O	-2%	11%
COc1cc(NC(=O)c2cccc(Cl)c2)ccc1NC(=O)c1ccco1	6%	0.5%
Cc1cc(N)ccc1-n1c(C)ccc1C	-2%	-2.7%
Cc1ccc(S(=O)(=O)Nc2ccc(S(=O)(=O)N3CCCCC3)cc2)cc1[N+](=O)[O-]	3%	-0.5%
